# KOR beta-arrestin-1 = kappa opioid receptor blockers – cell-based, luminescence, uHTS (AID 1778) | hit rate 0.091% among 290,000 | inhibition, % at 10 µM; hits with a dose series show IC50 in µM | KOR beta-arrestin recruitment, luminescence, antagonist mode; higher % means a stronger effect; in the data active = inhibition above about 50%; note: strong numbers were not always called active
# West Nile antiviral = inhibition of WNV-induced cytopathic effect – cell-based, CPE readout (AID 1621) | CPE inhibition, % at 10 µM; hits with a dose series show IC50 in µM | West Nile virus-infected cells, CPE inhibition; higher % means a stronger effect | hit rate 0.02% among 290,000; in the data active = a potency from the dose series; inconclusive = CPE inhibition mostly from about 3.7% at the one dose, without a potency; inactive = the rest, 99 in 100 with CPE inhibition below about 2.2%; note: strong numbers were not always called active
# GPR55 antagonists = GPR55 antagonists blocking LPI-driven arrestin recruitment, primary screen, imaging, U2OS, beta-arrestin-GFP, LPI agonist (AID 2013); U2OS GPR55 beta-arrestin-GFP translocation imaging, LPI antagonism; higher % means a stronger effect; inhibition, % at 10 µM; hits with a dose series show IC50 in µM; hit rate 0.13% among 290,000;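 active = spots per cell inhibited over 60%, with over 100 cells counted and total cytoplasm intensity under 500,000; inconclusive = wells with under 100 cells, flagged as likely toxic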;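 note: U2OS cells stably carrying GPR55 and arrestin-GFP stimulated by 5 µM LPI near EC80; imaged beta-arrestin-GFP aggregate spots per cell after agonist stimulation; plate controls were LPI-stimulated DMSO wells for no effect and DMSO wells without LPI for full effect; some results filed as inactive read as strong as hits; confirmed hits need IC50 under 10 µM and bright autofluorescent wells are also inconclusive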
# GPR35 arrestin U2OS = inhibition of zaprinast-stimulated GPR35 beta-arrestin translocation – imaging, U2OS, beta-arrestin-GFP, zaprinast agonist, primary screen (AID 2058); U2OS GPR35 beta-arrestin-GFP translocation imaging, zaprinast antagonism; higher % means a stronger effect; inhibition, % at 10 µM; hits with a dose series show IC50 in µM; hit rate 0.052% among 290,000;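 active = inhibition of at least 50% with at least 30 cells and total cytoplasm GFP at most 10,000,000; inconclusive = under 30 cells or total GFP of 10,000,000 plus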
# HIV fusion peptide = inhibitors of HIV fusion peptide binding, primary screen, biochemical, uHTS, fluorescence dequenching (AID 1986) | inhibition, % at 20 µM; hits with a dose series show IC50 in µM | hit rate 0.3% among 290,000 | cell-free peptide binding, fluorescence dequenching, 30 min; higher % means a stronger effect; in the data active = inhibition mostly above about 52%, no sharp cut-off; inactive = mostly below about 76%; note: some results filed as inactive read as strong as hits
# KOR beta-arrestin-2 = kappa opioid receptor activators – cell-based, luminescence, uHTS, primary screen (AID 1777); one-dose activation, % at 10 µM; EC50 in µM for titrated hits; hit rate 0.02% among 280,000; KOR beta-arrestin recruitment, luminescence; higher % means a stronger effect; in the data active = activation above about 50%, passing the limit was not always enough; note: a part of the inactive calls stands beside numbers as strong as those of hits
# GPR55 activation = GPR55 agonists via beta-arrestin recruitment, primary screen, imaging, U2OS cells, beta-arrestin-GFP redistribution (AID 1961); U2OS GPR55 beta-arrestin-GFP redistribution imaging; higher % means a stronger effect; one-dose activation, % at 10 µM; EC50 in µM for titrated hits; hit rate 0.048% among 290,000;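 active = activation above 40% with more than 50 cells counted in the well; inconclusive = wells holding fewer than 50 cells, flagged as toxic or sparse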;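 note: U2OS osteosarcoma cells stably expressing GPR55 and beta-arrestin-GFP; plate controls were DMSO negative control for no effect and LPI positive control for full effect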
# NS5 inhibitors = flavivirus cap methylation enzyme inhibition – biochemical, confirmation dose response, primary screen (AID 588689); Dengue-2 NS5 methyltransferase capping enzyme assay, biochemical; higher % means a stronger effect; inhibition, % at 25 µM, or IC50 in µM where a hit was titrated; hit rate 0.3% among 340,000; in the data active = a potency from the dose series; inconclusive = inhibition above about 29% without an active follow-up result
# NOD1 NF-kB reporter = inhibition of NOD1-driven NF-kB reporter – cell-based, luminescence, uHTS, primary screen (AID 1578). NOD1-driven NF-kB luciferase reporter cells, luminescence; higher % means a stronger effect. one-dose inhibition, % at 4 µM; EC50 in µM for titrated hits. hit rate 1% among 290,000; in the data active = inhibition mostly above about 36%, no sharp cut-off; inactive = mostly below about 34%;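 note: HEK-293T reporter cells stimulated with the NOD1 agonist gamma-tri-DAP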
# NS5 inhibitors pilot replicate = further read-out of NS5 inhibitors, marked with its call; inhibition, %; measured here: pilot screen replicate inhibition
# Starred values were filed as active, the others as inactive; u = inconclusive; x = not tested or not shown; [ ] = another dose, or the depositor's remark. Only part of the results is shown; count on the stated rates, not on these rows.
SMILES,KOR beta-arrestin-1,West Nile antiviral,GPR55 antagonists,GPR35 arrestin U2OS,HIV fusion peptide,KOR beta-arrestin-2,GPR55 activation,NS5 inhibitors,NOD1 NF-kB reporter,others
Cc1cnc(C(=O)Nc2ccc(F)c(F)c2)cn1,2%,0.7%,19%,-6%,-2.2%,-4.2%,-0.2%,-4%,-23%,
Cc1ccccc1OCC(=O)Nc1ccc(N2CCN(C)CC2)c(Cl)c1,-3%,-0.7%,-12%,-6%,1.1%,-2.6%,0.3%,-3%,17%,
CSc1ccc(CNc2ncc(-c3cccc([N+](=O)[O-])c3)n2C)cc1,-31%[20 µM],-0.4%,-15%,-6%,-1.2%,-3.1%,-0.3%,0%,1%,
CCN(CC)C(=O)CSc1nc(-c2ccco2)cc(C(F)(F)F)c1C#N,34%,0.1%,-3%,-2%,1.3%,1.0%,-0.4%,-7%,-8%,
COC(=O)c1[nH]c2ccccc2c1NC(=O)CN1CC(C)OC(C)C1 (stereo unspecified),-5%,0.1%,22%,6%,-0.2%,-0.2%,-0.1%,x,-19%,
CCCS(=O)(=O)N1CCCC(C(=O)N2CCN(C(=O)OCC)CC2)C1 (stereo unspecified),-4%,0.3%,8%,-2%,0.7%,1.3%,0.0%,1%,-2%,
O=C(O)c1ccc(Cn2cnc3sc4c(c3c2=O)CCCC4)cc1,-32%[20 µM],1.5%,2%,21%,-0.4%,-4.7%,-0.1%,1%,-32%,
O=C(Cc1cccs1)N1CCN(c2nc(-c3ccc(Cl)cc3)cs2)CC1,1%,-0.2%,1%,-7%,-2.9%,4.3%,1.0%,-8%,56%,
CCc1ccc(CCC(=O)Nc2nnc(C)s2)o1,-10%,-0.4%,-10%,-11%,0.0%,1.8%,-0.1%,-4%,-16%,
O=C(NC1CC(=O)c2sccc21)c1cccc(C(F)(F)F)c1 (stereo unspecified),6%,-0.7%,-3%,-11%,0.2%,0.2%,0.1%,5%,-26%,
C=C(C)c1cccc(C(C)(C)NC(=O)NC2CC(C)(C)NC(C)(C)C2)c1,18%[20 µM],-0.1%,12%,-6%,-0.9%,x,0.2%,-2%,-38%,
Cn1cnnc1SCc1ccc(C(=O)n2ncc(C#N)c2N)cc1,40%,0.3%,15%,8%,-1.7%,-6.0%,0.2%,-6%,-7%,
COc1cccc(C2c3[nH]c4ccccc4c3CCN2Cc2cccc(C)n2)c1 (stereo unspecified),16%,-0.8%,13%,5%,2.0%,-3.7%,-0.1%,-12%,-6%,
O=C(Nc1ccc(S(=O)(=O)N2CCCCC2)cc1)C1CC(=O)N(c2ccccc2)C1 (stereo unspecified),3%,-0.5%,-2%,6%,1.1%,-1.1%,-0.2%,-13%,5%,
Cc1cc(C)nc(NC(=NCCc2c[nH]c3ccccc23)NC(=O)Nc2ccc(Cl)c(Cl)c2)n1,x,0.1%,-3%,5%,3.5%,2.6%,0.1%,-2%,-25%,
CC(C(=O)Nc1ccccc1)C(=O)Nc1ccccc1,-12%[20 µM],0.1%,-4%,-7%,-0.2%,0.6%,0.2%,-3%,-20%,
Cc1ccccc1-c1nnc(NC(=O)c2ccc(N3C(=O)CCC3=O)cc2)s1,-32%,x,-10%,0%,-0.3%,4.1%,-0.3%,-7%,-25%,
CCc1cccc2c(-c3csc(=NC)n3C)c[nH]c12,7%,-0.4%,-12%,2%,-1.4%,-0.8%,-0.5%,x,-34%,
CCOC(=O)N1CCN(c2ccc(C(=O)c3cccc(F)c3)cc2)CC1,22%,-0.2%,-3%,-12%,58%,-6.1%,-0.1%,-3%,-4%,
O=C(Nc1ccccc1F)Oc1cccc(OC(=O)Nc2ccccc2F)c1,37%,-0.1%,9%,1%,1.6%,3.3%,-0.1%,1%,-10%,
CC(=O)Nc1ccc(C(=O)OCC(=O)N(Cc2ccccc2)C(C)(C)C)cc1,13%,-0.8%,-1%,-5%,1.4%,-4.6%,-0.2%,1%,11%,NS5 inhibitors pilot replicate=3.9
N#C/C(=C\c1ccc[nH]1)C(=O)Nc1ccccc1F,8%,-0.7%,4%,-1%,-0.4%,9.4%,-0.1%,3%,-86%,
O=C(COC(=O)CNC(=O)c1ccco1)Nc1ccc(F)cc1,32%,1.7%,-1%,-5%,0.8%,-3.6%,0.8%,-10%,-12%,
CCOc1ccc(OCC)c(NC(=O)CSc2nc3c(c(=O)n(C)c(=O)n3C)n2CC)c1,-9%,-0.6%,8%,-1%,-2.3%,-3.3%,-0.2%,-2%,29%,
NC(=O)CC(NC(=O)c1ccccc1)c1ccc(NCCN2CCOCC2)c([N+](=O)[O-])c1 (stereo unspecified),-2%[20 µM],-0.7%,-8%,-3%,-0.6%,-5.8%,-0.2%,-4%,-10%,

# By substructure: the entries above containing a thiophene ring, fused or not (3)
SMILES,KOR beta-arrestin-1,West Nile antiviral,GPR55 antagonists,GPR35 arrestin U2OS,HIV fusion peptide,KOR beta-arrestin-2,GPR55 activation,NS5 inhibitors,NOD1 NF-kB reporter,others
O=C(O)c1ccc(Cn2cnc3sc4c(c3c2=O)CCCC4)cc1,-32%[20 µM],1.5%,2%,21%,-0.4%,-4.7%,-0.1%,1%,-32%,
O=C(Cc1cccs1)N1CCN(c2nc(-c3ccc(Cl)cc3)cs2)CC1,1%,-0.2%,1%,-7%,-2.9%,4.3%,1.0%,-8%,56%,
O=C(NC1CC(=O)c2sccc21)c1cccc(C(F)(F)F)c1 (stereo unspecified),6%,-0.7%,-3%,-11%,0.2%,0.2%,0.1%,5%,-26%,

# Structures above that have a cyano group:
SMILES,KOR beta-arrestin-1,West Nile antiviral,GPR55 antagonists,GPR35 arrestin U2OS,HIV fusion peptide,KOR beta-arrestin-2,GPR55 activation,NS5 inhibitors,NOD1 NF-kB reporter,others
CCN(CC)C(=O)CSc1nc(-c2ccco2)cc(C(F)(F)F)c1C#N,34%,0.1%,-3%,-2%,1.3%,1.0%,-0.4%,-7%,-8%,
Cn1cnnc1SCc1ccc(C(=O)n2ncc(C#N)c2N)cc1,40%,0.3%,15%,8%,-1.7%,-6.0%,0.2%,-6%,-7%,
N#C/C(=C\c1ccc[nH]1)C(=O)Nc1ccccc1F,8%,-0.7%,4%,-1%,-0.4%,9.4%,-0.1%,3%,-86%,

# The list goes on:
SMILES,KOR beta-arrestin-1,West Nile antiviral,GPR55 antagonists,GPR35 arrestin U2OS,HIV fusion peptide,KOR beta-arrestin-2,GPR55 activation,NS5 inhibitors,NOD1 NF-kB reporter,others
O=C1CCCc2sc3c(c2N1)CCCCC3,-12%,-0.2%,-9%,1%,-1.8%,-4.2%,-0.1%,-3%,-11%,
COC(=O)c1c(C(=O)OC)c(-c2ccc(F)cc2)n2c1CS(=O)C2 (stereo unspecified),-7%,-0.6%,4%,-5%,1.0%,-4.5%,0.0%,1%,-4%,
O=C1/C(=C/c2ccc(N3CCCC3)cc2)NC(=S)N1C1CC1,23%,-0.3%,39%,-5%,66%*,0.6%,0.9%,u,-4%,
O=c1c(-c2ccccc2Cl)c[nH]n1-c1ccccc1,16%,-0.9%,9%,8%,0.7%,-4.9%,0.0%,-7%,0%,
O=C(CN(Cc1ccc(F)cc1)C(=O)CNS(=O)(=O)c1ccccc1)NCc1ccco1,-49%,-0.9%,0%,0%,0.3%,4.1%,-0.2%,3%,-41%,
CCOCCCNC(=O)COC(=O)/C=C/c1ccc(S(=O)(=O)N2CCc3ccccc32)cc1,8%,0.0%,-2%,-11%,-1.5%,-8.5%,0.2%,x,-6%,
CCCCOc1ccc(C(=O)CCN2CCCCC2)cc1,5%,0.4%,13%,3%,3.2%,-2.8%,-0.1%,7%,-22%,
CCOC(=O)Cn1cnc2c(nnn2-c2cccc(OC)c2)c1=O,20%,0.3%,9%,18%,-1.5%,-4.1%,0.0%,-1%,-4%,
CCn1c(SCc2ccc(F)cc2)nc2c(c1=O)SCC2,-14%,-1.7%,-17%,6%,-1.6%,-1.3%,0.5%,5%,-20%,
CCc1ccc(C2CC(c3ccco3)=NN2S(C)(=O)=O)cc1 (stereo unspecified),-18%,-0.1%,17%,-2%,1.1%,6.8%,0.0%,4%,-28%,
CCNC(=S)NNC(=O)c1cc(-c2cc(C)ccc2C)nc2ccccc12,-8%,0.5%,5%,6%,4.1%,-1.1%,-0.1%,-2%,-6%,
CNC(=O)c1cc(C(=O)c2ccc(Cl)cc2)c[nH]1,19%,-0.2%,2%,-7%,-2.5%,-6.2%,0.4%,-5%,-1%,
CCOCCCNC(=O)CN1C(=O)CSc2ccccc21,-11%,x,-6%,-3%,2.7%,-0.7%,1.4%,-1%,-39%,
COCCCN(C(=O)c1cccnc1SC)c1c(N)n(Cc2ccccc2)c(=O)[nH]c1=O,4%,0.2%,3%,-25%,-2.1%,1.0%,1.1%,-6%,-2%,
CC(Sc1nncn1C)C(=O)NCc1ccc2c(c1)OCO2 (stereo unspecified),-18%,-0.5%,22%,5%,1.4%,3.2%,0.1%,0%,-8%,
CCOC(=O)CC1C(=O)NCCN1C(=O)c1ccc(Cl)cc1 (stereo unspecified),21%,-0.5%,3%,17%,-1.1%,-10%,0.0%,-9%,-2%,
O=C(CCn1cnnn1)Nc1ccccc1,-16%,0.1%,2%,0%,-2.2%,-2.0%,-0.2%,-11%,-36%,
CC(C)(C)NS(=O)(=O)c1ccc(NC(=S)NC(=O)C2CCC2)cc1,-12%,-1.1%,2%,-2%,-1.0%,6.6%,1.5%,-5%,22%,
CCCCOCCCNC(=O)Cc1cccs1,10%,-0.4%,x,4%,-1.7%,1.1%,0.2%,0%,7%,
COc1cc2c(cc1OC)C(C1C(=O)CCCC1=O)N(C(=O)CCl)CC2 (stereo unspecified),-2%,-0.3%,-1%,-2%,1.9%,4.2%,-0.3%,x,-8%,
Cc1[nH]c2ccc3c(ncn3CCC#N)c2c1C,22%,1.7%,-16%,0%,-0.8%,-1.5%,-0.2%,-1%,-13%,NS5 inhibitors pilot replicate=0.9
O=C(NCCC1=CCCCC1)c1ccc([N+](=O)[O-])cc1,-24%,-0.8%,-5%,-11%,0.0%,7.9%,-0.3%,7%,-17%,
Cc1ccc(NC(=S)NC(=O)c2ccccc2)cc1NC(=S)NC(=O)c1ccccc1,-2%,u,-5%,15%,2.9%,5.9%,-0.1%,-1%,-14%,
COc1ccc(S(=O)(=O)Oc2cccc(/C=N/N=C3/NC(=O)C(CC(=O)O)S3)c2)cc1 (stereo unspecified),-21%,-0.5%,-7%,2%,16%,-4.2%,0.2%,-1%,-28%,
CC(C)C(=O)NNC(=O)CSc1nc(C2CCCCC2)nc2ccccc12,8%,-0.7%,6%,-1%,-1.3%,-2.9%,-0.3%,-6%,-15%,
Cc1cc(/C=C2\SC(=S)NC2=O)cc(C)c1O,-3%,0.6%,4%,2%,28%,1.0%,0.2%,-29%,-8%,
